# Source: PubChem BioAssay
# FN deposition inh: fibronectin deposition inhibition | AH1F fibroblasts, Alexa488-fibronectin deposition fluorescence, overnight | inhibition, % at 12.6 µM | hit rate 0.086% among 350,000 | AID 743247;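 active = mean inhibition across replicates of 30% or more, regardless of how many single replicates reach that level; inconclusive = mean under 30% yet at least half of replicates reach 30%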;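 also: positive control wells lacked labelled fibronectin entirely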
#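 material = AH1F fibroblast monolayer depositing Alexa488-labelled fibronectin into matrix | amount = 10000 AH1F cells/well | buffer or medium = DMEM plus 2% serum, read in PBS | incubation = 1 h cell adhesion before compound, then overnight fibronectin incubation | detection = fluorescence at 485 nm excitation, 525 nm emission | evaluation = percent inhibition as loss of matrix-bound fibronectin fluorescence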
# miR-122 sensor: blocks miR-122 activity in Huh7 sensor cells | Huh7 miR-122 Renilla luciferase sensor, 48 h; neutral wells = 0, positive control = 100 | activation (reporter increase), % at 12.5 µM | hit rate 0.3% among 340,000;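 active = mean replicate activation score at least 90 and every replicate individually at or above 90; inconclusive = only one of the two criteria met; inactive = neither criterion met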;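 also: higher luciferase means less miR-122 activity so hits act as miR-122 inhibitors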
# DENV2 CPE: protects cells from dengue virus 2 cytopathic effect; DENV2-infected cells, cytopathic effect rescue, plate reader; CPE inhibition, % at 9.99 µM; hit rate 1.7% among 350,000; AID 651640; in the data active = CPE inhibition above about 20%, passing the limit was not always enough; inconclusive = no clear call, values can overlap the other calls; tested in BHK-21 cells;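 also: 0% = median of neutral control wells and 100% = median of positive control wells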
# F508del corr: correctors of CFTR F508del function in bronchial epithelial cells | activity (quench increase), % at 7.58 µM | CFBE cells, YFP halide quenching; stimulated with forskolin plus potentiator P3; % fluorescence drop versus neutral controls | hit rate 0.36% among 350,000 | AID 720511;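 active = mean added fluorescence quench of at least 8% versus neutral control, with both replicates also reaching 8%; inconclusive = only one of the mean or replicate conditions met; inactive = mean below 8% and not both replicates reaching 8%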;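 also: cells transiently co-express mutant CFTR-F508del with the halide-sensitive YFP; corrector assay measuring rescue of mutant channel to the surface after 24 h compound exposure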
# PAX8 reporter: inhibitors of PAX8 transcriptional activity in RMG-I cells; RMG-I TPO-luciferase reporter, SteadyGlo, 24 h; inhibition, % at 12.6 µM; hit rate 1.2% among 360,000;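 active = mean replicate inhibition at least 60% with every replicate also reaching 60%; inconclusive = only one of the two criteria is met; inactive = mean below 60% and not all replicates reaching 60%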;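 also: luciferase light reporting Pax8 driven TPO promoter activity; plate controls were median of neutral control wells for no effect and mitoxantrone controls for full effect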
# GSIS activator: primary screen for activators of insulin secretion dependent on glucose, INS-1E cells, GLuc reporter luminescence; INS-1E GLuc reporter insulin secretion, 2-3 h; activation, % at 16.6 µM; hit rate 0.61% among 370,000; AID 743287;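 active = lowest replicate activation of at least 40%, so every replicate reaches that level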;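 also: 0% = median of neutral control wells and 100% = median of IBMX positive control wells; some compounds called inactive have numbers as strong as hits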
# EWS-Fli block: blocks EWS/Fli oncoprotein-driven transcription. inhibition, % at 12.6 µM. AID 651661. A673 NR0B1-luciferase reporter, viability-normalised. hit rate 0.67% among 350,000;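 active = mean inhibition of at least 50% after viability correction, with every replicate also passing that limit; inconclusive = mean reaches 50% but only one of two replicates passes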;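 also: firefly luciferase signal divided by Alamar Blue viability fluorescence both relative to DMSO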
# * = called active by the depositor; ? = inconclusive; . = not tested or not shown; [ ] = remark or other dose.
SMILES,FN deposition inh,miR-122 sensor,DENV2 CPE,F508del corr,PAX8 reporter,GSIS activator,EWS-Fli block
O=[N+]([O-])c1cc(S(=O)(=O)Nc2ccccc2)ccc1NCc1cccnc1,-3,9,.,.,-4,-3,.
CCCCOc1ccc(N2C(=O)C(C)CNC2=S)cc1 (centres undefined),1,.,0,2.7,-7,0,1
CC(C)(C)n1nc2c(c1NC(=O)Cc1cccc3ccccc13)CS(=O)C2 (centres undefined),11,-6,-10,0.0,-16,-1,-11
CCSc1nnc(NC(=O)c2ccc(F)c(S(=O)(=O)N3CCOCC3)c2)s1,-1,5,5,4.7,-9,4,0
CNC[C@@H]1Oc2ccc(NC(=O)Nc3ccc(C(F)(F)F)cc3)cc2CC(=O)N([C@H](C)CO)C[C@H]1C,-7,6[16.7 µM],3,0.4,-22,-5,-14
COc1ccc(NC(=O)N(C)C[C@H]2OCCCC[C@H](C)Oc3ccc(NS(=O)(=O)c4ccc(F)cc4)cc3C(=O)N([C@@H](C)CO)C[C@H]2C)cc1,.,14[16.7 µM],-1,3.1,9,-2,-12
COc1ccc(/C=C/C(=O)OCC(=O)NCc2ccccc2Cl)cc1OC,.,.,-2,-0.4,3,.,-2
CC(=O)N(C)C[C@@H]1Oc2cc(C3=CCCC3)ccc2S(=O)(=O)N([C@H](C)CO)C[C@H]1C,-10,0[16.7 µM],3,2.3,.,7,-1
Cc1ccc(S(=O)(=O)N(C)C[C@@H]2Oc3c(NC(=O)Nc4c(C)noc4C)cccc3C(=O)N([C@@H](C)CO)C[C@@H]2C)cc1,.,1[16.7 µM],2,-0.7,-44,4,-8
Cc1cc(NC(=O)c2sc3ccccc3c2O)no1,2,6,-3,-1.8,-140,-39,.
O=C1OCCC1(c1ccccc1)c1ccccc1,-6,-3,-3,-1.1,-7,5,1
CCCNC(=O)c1nc(C)c(C)nc1C(=O)Nc1cccc(Cl)c1,-6,2,?,1.3,-4,41,3
CCC(=O)Nc1ccc(C(=O)COC(=O)C(CCSC)NC(=O)COc2ccccc2)cc1 (centres undefined),-4,4,-3,0.5,.,-11,8
Cc1cc(C)nc(SCc2ccc(C(=O)N/N=C/c3ccccc3C(=O)O)cc2)n1,-3,.,4,-2.6,2,3,4
N#C[C@@H]1[C@H](c2ccccc2)[C@H](CO)N1C(=O)CCN1CCCCC1,1,.,-4,-0.7,-16,3,2
Cc1noc(C)c1C(=O)Nc1ccc(N(C)C)cc1,.,.,13,1.6,-2,-1,.
CCSc1nnc(NC(=O)CSc2nnc(CNC(=O)c3ccc(OC)c(OC)c3)o2)s1,2,.,8,.,-16,.,-4
O=C1OCCN1CCN(CN1C(=O)CCC1=O)CN1C(=O)CCC1=O,-2,-2,.,.,5,.,.
Cn1cc(CCC(=O)NC2CC(C)(C)Cc3c2cnn3-c2ccc(F)cc2)cn1 (centres undefined),-5,.,-12,2.4,0,7,.
Cc1cccc2cc(C#N)c(SCc3nnc(-c4ccccc4[N+](=O)[O-])o3)nc12,10,.,-2,.,-19,-2,-32
Cc1ccc(S(=O)(=O)Nc2ccc3c(c2)CC(=O)N([C@@H](C)CO)C[C@H](C)[C@@H](CN(C)C(=O)Nc2cccc4ccccc24)O3)cc1,.,3[16.7 µM],33*,-1.4,13,-7,-8
CC(=O)NCCNc1ccc([N+](=O)[O-])cc1C#N,-5,-5,?,-1.7,-4,-5,-2
CCN1CCc2nc3ccccc3c(C(=O)Nc3ccc(NC(C)=O)cc3)c2C1,-6,3,4,2.1,7,7,-13
C[C@H]1CN([C@@H](C)CO)C(=O)c2cc(NC(=O)CCCCCC(=O)Nc3ccccc3N)ccc2O[C@@H]1CN(C)S(=O)(=O)c1ccc(Cl)cc1,.,.,-6,0.7,9,-28,18
C[C@@H]1CN([C@H](C)CO)C(=O)c2cc(NC(=O)Cn3cnnn3)ccc2O[C@@H]1CN(C)CC1CC1,.,6[16.7 µM],-12,0.0,-9,9,-3
CO[C@@H]1CN(C)C(=O)c2cc(NC(=O)C3CCOCC3)ccc2OC[C@H](C)NC[C@H]1C,-5,9[16.7 µM],8,-0.9,-1,-1,4
CC(C)OCCCn1c(=O)c2ccccc2n2c(CCC(=O)NCc3ccccn3)nnc12,6,-12,-2,2.0,15,14,-7
CSc1ccc(CN2CCC2(C)C(=O)Nc2cccc(Oc3ccccc3)c2)cc1 (centres undefined),-2,-1,4,-3.7,-3,1,12
Cc1nn(-c2ccccc2)c(Cl)c1C(=O)N1CCN(C)CC1,4,0,-6,-1.3,-6,6,8
Cc1ccc(-c2ccc3c(c2)O[C@H](CN(C)Cc2ccc(F)cc2)[C@H](C)CN([C@H](C)CO)S3(=O)=O)cc1,-4,10[16.7 µM],9,1.8,.,-9,21
CC1(c2nnc(Cc3ccccc3)o2)CC(c2ccc(Br)cc2)=NO1 (centres undefined),-2,3,.,0.2,-1,-1,1
O=C(Nc1ccc(F)cc1F)NC1CCN(S(=O)(=O)c2ccc(F)cc2)CC1,.,-12,1,.,0,-38,-5
Cc1cc(C(=O)N2CCOCC2)c(C)o1,1,-2,2,2.1,-9,1,-11
C[C@H](CO)N1C[C@H](C)[C@@H](CN(C)C(=O)Cc2cccnc2)Oc2ncc(-c3ccncc3)cc2C1=O,.,1[16.7 µM],3,0.4,3,18,-17
C[C@@H]1CN([C@@H](C)CO)C(=O)c2cc(NS(=O)(=O)c3ccc(F)cc3)ccc2O[C@H]1CN(C)C(=O)Nc1ccc(F)cc1,.,-1[16.7 µM],0,0.9,.,-2,-4
COc1ccccc1C(=O)Nc1cccc(S(=O)(=O)N2CCCC2)c1,1,11,-2,1.5,4,-3,2
COc1ccccc1NC(=S)N(Cc1ccco1)Cc1cc2cc(C)cc(C)c2[nH]c1=O,1,15,0,10*,24,-4,34
C/C(N)=C(/C#N)C(=O)CSc1nnc(-c2ccccc2)n1C,9,-4,-4,-4.1,15,10,-23
Cc1ccc(O)c(C(=O)c2cc(C#N)c(=O)n(-c3nccs3)c2)c1,10,0,-7,?,22,-31,1
CCc1nc2ccc(C(=O)N3CCN(C(C)=O)CC3)cn2c1N(CC)C(=O)NCCc1ccccc1,8,4,-14,1.6,-9,0,-12
CC(=O)N(Cc1ccccc1)c1nc(-c2ccccc2)cs1,.,.,-3,-4.3,-6,-6,-4
C/C=C/c1ccc([C@@H]2[C@@H](CO)N(c3nc(CC)cs3)[C@@H]2CNC(C)C)cc1,11,?,-4,1.0,21,-16,18
C[C@@H]1CN([C@H](C)CO)C(=O)c2cc(NC(=O)Nc3ccc(F)cc3)ccc2O[C@@H](C)CCCCO[C@@H]1CN(C)Cc1ccccc1,.,-3[16.7 µM],8,4.0,12,-14,7
O=S1(=O)N[C@H](Cc2ccccc2)COc2cccc(N3CCCCC3)c21,2,.,14,1.4,-17,-30,13
CCCC#Cc1cnc2c(c1)C(=O)N([C@H](C)CO)C[C@H](C)[C@H](CN(C)C(=O)Cc1ccncc1)O2,.,4[16.7 µM],12,-1.1,.,-9,7
O=C(COC(=O)Cn1cnc2ccccc21)NCCCc1ccccc1,.,0,-6,0.8,3,5,-7
OCCC1CN(Cc2cccn2-c2nccs2)CCN1Cc1ccc(F)c(F)c1 (centres undefined),2,-21,5,2.8,10,-3,2
CN(C)S(=O)(=O)c1cccc(NC(=S)Nc2ccc(Cl)cc2Cl)c1,-5,1,.,.,-4,.,.
CCC(=O)c1ccc(OCC(=O)Nc2nc(C)cs2)cc1,.,-4,-8,-4.4,-63,-7,-57
CCC(=O)Nc1ccc2c(c1)C(=O)N(C)C[C@@H](OC)[C@H](C)CN(C(=O)Cc1ccccn1)[C@H](C)CO2,-5,.,17,1.2,-20,2,-3
CCCC(=O)Nc1ccc2c(c1)C(=O)N(C)C[C@@H](OC)[C@H](C)CN(Cc1ccccc1)[C@@H](C)CO2,-4,5[16.7 µM],-5,-1.2,.,-20,8
O=C(Nc1ccc2c(c1)[C@@H]1C[C@@H](CC(=O)N3CCCCC3)O[C@H](CO)[C@@H]1O2)C1CCC1,-6,1[16.7 µM],-1,1.0,3,9,1
CCOc1ccc(NC(=O)Cn2nnc3c(cnn3-c3ccc(F)cc3)c2=O)cc1,5,-1,1,0.7,-10,-9,4
Cc1nonc1OCC(C)(COc1nonc1C)NC(=O)c1ccccc1,-2,-1,.,.,9,.,.
CC1CCCN(CCCCOc2cccc(Br)c2)C1 (centres undefined),0,.,.,.,28,15,.
Cc1cc(C(=O)N/N=C/c2sccc2C)no1,4,.,.,.,-21,4,.
O=C(COC(=O)c1ccc(F)cc1Cl)NC(=O)NC1CCCC1,-9,.,-5,0.8,-6,-25,1
O=C(CN1C(=O)CSC1=O)N1CCCC(Nc2ccc(F)cc2)C1 (centres undefined),-6,-5,-1,-2.8,3,6,-2
CC(=O)Nc1ccccc1NC(=O)c1ccc(C)cc1C,2,-9,1,1.1,-3,1,-4
S=C(Nc1cccc(Cl)c1)Nc1ccc2c(c1)OCCO2,1,-10,-9,0.7,-67,-6,-50

# In the list so far, 12 contain fluorine.
SMILES,FN deposition inh,miR-122 sensor,DENV2 CPE,F508del corr,PAX8 reporter,GSIS activator,EWS-Fli block
CCSc1nnc(NC(=O)c2ccc(F)c(S(=O)(=O)N3CCOCC3)c2)s1,-1,5,5,4.7,-9,4,0
CNC[C@@H]1Oc2ccc(NC(=O)Nc3ccc(C(F)(F)F)cc3)cc2CC(=O)N([C@H](C)CO)C[C@H]1C,-7,6[16.7 µM],3,0.4,-22,-5,-14
COc1ccc(NC(=O)N(C)C[C@H]2OCCCC[C@H](C)Oc3ccc(NS(=O)(=O)c4ccc(F)cc4)cc3C(=O)N([C@@H](C)CO)C[C@H]2C)cc1,.,14[16.7 µM],-1,3.1,9,-2,-12
Cn1cc(CCC(=O)NC2CC(C)(C)Cc3c2cnn3-c2ccc(F)cc2)cn1 (centres undefined),-5,.,-12,2.4,0,7,.
Cc1ccc(-c2ccc3c(c2)O[C@H](CN(C)Cc2ccc(F)cc2)[C@H](C)CN([C@H](C)CO)S3(=O)=O)cc1,-4,10[16.7 µM],9,1.8,.,-9,21
O=C(Nc1ccc(F)cc1F)NC1CCN(S(=O)(=O)c2ccc(F)cc2)CC1,.,-12,1,.,0,-38,-5
C[C@@H]1CN([C@@H](C)CO)C(=O)c2cc(NS(=O)(=O)c3ccc(F)cc3)ccc2O[C@H]1CN(C)C(=O)Nc1ccc(F)cc1,.,-1[16.7 µM],0,0.9,.,-2,-4
C[C@@H]1CN([C@H](C)CO)C(=O)c2cc(NC(=O)Nc3ccc(F)cc3)ccc2O[C@@H](C)CCCCO[C@@H]1CN(C)Cc1ccccc1,.,-3[16.7 µM],8,4.0,12,-14,7
OCCC1CN(Cc2cccn2-c2nccs2)CCN1Cc1ccc(F)c(F)c1 (centres undefined),2,-21,5,2.8,10,-3,2
CCOc1ccc(NC(=O)Cn2nnc3c(cnn3-c3ccc(F)cc3)c2=O)cc1,5,-1,1,0.7,-10,-9,4
O=C(COC(=O)c1ccc(F)cc1Cl)NC(=O)NC1CCCC1,-9,.,-5,0.8,-6,-25,1
O=C(CN1C(=O)CSC1=O)N1CCCC(Nc2ccc(F)cc2)C1 (centres undefined),-6,-5,-1,-2.8,3,6,-2
